High-throughput results: PubChem BioAssay, several laboratories
CSN deneddyl inh: CSN deneddylation inhibition; Purified CSN, SCF-Nedd8-OG deneddylation, fluorescence polarization; Q92905; 360,000 compounds, 0.38% hits; AID 651999; inhibition, % at 12.5 µM;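 active = pattern-corrected inhibition above about 35%, with an unprinted fluorescence ratio check between 0.5 and 1.5, limit read from the data, passing the limit was not always enough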;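 also: 0% = enzyme with substrate and 100% = substrate without enzyme; some results filed as inactive read as strong as hits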
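Material: human Csn5 produced in HEK293T cells; Input: enzyme 0.24 nM; Reagent: SCFSkp2-Nedd8OG substrate at 10 nM final; Dosing: 12.5 µM compound; Incubation: 90 min reaction at room temperature; Detection: fluorescence polarization of the substrate; Evaluation: % inhibition of substrate cleavage by Csn5; Control set: substrate-only high control, full reaction low control.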
MLLE-PAM2 inh: inhibitors of microRNA-mediated deadenylation, human PABP1 MLLE binding | 360,000 compounds, 0.36% hits | AID 588489 | P11940 | GST-MLLE / FITC-PAM2 fluorescence polarization | inhibition, % at 20 µM; in the data active = inhibition above about 35%, passing the limit was not always enough;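 also: plate controls were DMSO wells with GST-MLLE for no effect and wells lacking GST-MLLE protein for full effect; some results filed as inactive read as strong as hits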
MsrA inh: bovine MsrA inhibition. 360,000 compounds, 0.75% hits. purified bovine MsrA, absorbance read-out. inhibition, % at 15.5 µM; in the data active = inhibition above about 4.5%;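 also: 0% = vehicle wells with enzyme and 100% = reference inhibitor wells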
MsrA act: activators of bovine methionine sulfoxide reductase A. activation, % at 10.6 µM. AID 602163. purified bovine MsrA, absorbance read-out. 360,000 compounds, 0.3% hits; in the data active = activation above about 7.5%;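 also: 0% = vehicle and 100% = reference activator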
FAS-TE inh: inhibitors of human fatty acid synthase thioesterase domain; P49327; recombinant FAS-TE, OMFH fluorogenic substrate, fluorescence endpoint; 360,000 compounds, 0.67% hits; AID 602261; inhibition, % at 15 µM;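 active = compounds whose normalised, plate-corrected inhibition of enzyme fluorescence in the single-dose primary screen is 50% or more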;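 also: 0% = DMSO with enzyme and 100% = substrate without enzyme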
Rin1 Abl inh: human Rin1-Abl interaction inhibition; P00519+Q13671; TR-FRET Rin1/Abl binding, biochemical; inhibition, % at 7.35 µM; 360,000 compounds, 0.4% hits; in the data active = inhibition above about 5%, passing the limit was not always enough
Target sequence (P00519 whole entry, looked up): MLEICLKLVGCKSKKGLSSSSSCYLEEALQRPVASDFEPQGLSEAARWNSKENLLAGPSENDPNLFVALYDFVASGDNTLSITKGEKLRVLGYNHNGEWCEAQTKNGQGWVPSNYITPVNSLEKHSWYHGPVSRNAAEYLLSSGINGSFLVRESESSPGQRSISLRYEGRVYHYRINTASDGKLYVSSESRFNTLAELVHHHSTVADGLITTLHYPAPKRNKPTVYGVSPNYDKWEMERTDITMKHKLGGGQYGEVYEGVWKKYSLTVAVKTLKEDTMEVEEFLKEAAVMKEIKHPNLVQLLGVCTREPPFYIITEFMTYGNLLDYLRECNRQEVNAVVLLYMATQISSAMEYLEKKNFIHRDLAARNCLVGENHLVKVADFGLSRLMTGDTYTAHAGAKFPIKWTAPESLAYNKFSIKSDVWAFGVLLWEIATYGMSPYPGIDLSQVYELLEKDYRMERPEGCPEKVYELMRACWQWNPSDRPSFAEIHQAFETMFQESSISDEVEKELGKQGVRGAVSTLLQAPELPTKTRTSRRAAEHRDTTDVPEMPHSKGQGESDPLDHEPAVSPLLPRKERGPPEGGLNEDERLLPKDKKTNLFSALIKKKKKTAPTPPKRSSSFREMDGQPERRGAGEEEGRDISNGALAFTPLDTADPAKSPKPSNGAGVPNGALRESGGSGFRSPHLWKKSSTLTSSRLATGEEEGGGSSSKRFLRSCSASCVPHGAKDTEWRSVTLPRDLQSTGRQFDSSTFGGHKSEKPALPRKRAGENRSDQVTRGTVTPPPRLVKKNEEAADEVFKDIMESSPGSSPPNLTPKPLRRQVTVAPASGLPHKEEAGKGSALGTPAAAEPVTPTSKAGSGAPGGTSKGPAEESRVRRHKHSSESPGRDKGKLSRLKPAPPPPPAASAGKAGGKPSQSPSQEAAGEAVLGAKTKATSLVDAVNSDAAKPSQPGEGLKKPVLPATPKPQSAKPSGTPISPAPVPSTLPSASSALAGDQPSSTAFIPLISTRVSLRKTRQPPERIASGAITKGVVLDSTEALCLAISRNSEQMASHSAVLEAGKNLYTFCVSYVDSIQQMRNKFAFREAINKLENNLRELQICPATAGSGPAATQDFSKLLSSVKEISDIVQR
Target sequence (Q13671 whole entry, looked up): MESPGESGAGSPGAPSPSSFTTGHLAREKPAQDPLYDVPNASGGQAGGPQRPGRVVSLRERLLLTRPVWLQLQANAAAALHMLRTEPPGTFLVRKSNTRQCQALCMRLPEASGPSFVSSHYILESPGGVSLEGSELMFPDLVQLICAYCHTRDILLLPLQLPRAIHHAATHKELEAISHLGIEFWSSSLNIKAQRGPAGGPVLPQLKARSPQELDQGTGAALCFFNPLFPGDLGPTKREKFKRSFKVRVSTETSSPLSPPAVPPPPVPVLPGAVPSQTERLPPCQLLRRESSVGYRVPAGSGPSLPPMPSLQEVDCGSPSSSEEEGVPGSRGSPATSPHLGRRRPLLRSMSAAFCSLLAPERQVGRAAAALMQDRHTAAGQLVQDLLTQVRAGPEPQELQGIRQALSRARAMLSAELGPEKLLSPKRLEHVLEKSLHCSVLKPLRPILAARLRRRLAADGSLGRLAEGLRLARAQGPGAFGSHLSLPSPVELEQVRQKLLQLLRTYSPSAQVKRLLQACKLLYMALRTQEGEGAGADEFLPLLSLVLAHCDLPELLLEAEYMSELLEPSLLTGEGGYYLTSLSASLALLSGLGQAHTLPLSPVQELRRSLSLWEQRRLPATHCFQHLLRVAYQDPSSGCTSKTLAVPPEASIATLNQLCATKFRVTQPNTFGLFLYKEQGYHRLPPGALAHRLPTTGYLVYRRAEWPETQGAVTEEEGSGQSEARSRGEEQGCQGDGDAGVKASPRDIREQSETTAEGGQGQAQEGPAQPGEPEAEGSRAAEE
eLon inh: E. coli protease La inhibition. P0A9M0. purified E. coli Lon protease, fluorescence polarization. inhibition, % at 7.94 µM. 360,000 compounds, 0.42% hits; in the data active = inhibition above about 13%, passing the limit was not always enough;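 also: 0% = enzyme with probe and DMSO and 100% = no enzyme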
Neddylation inh: blocks human cullin neddylation. TR-FRET cullin neddylation, biochemical. calls only at 25 µM. 360,000 compounds, 0.58% hits; in the data active = inhibition above about 36%
TbMetRS inhib: Trypanosoma brucei MetRS inhibition | purified T. brucei MetRS, ATP depletion, Kinase-Glo luminescence | inhibition, % at 11.9 µM | 360,000 compounds, 0.4% hits;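 active = inhibition above a per-plate cutoff of the control wells' mean inhibition plus 3 SD, cut at about 5.5% in these data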;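 also: 0% = DMSO wells median and 100% = median of wells with control inhibitor compound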
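Test system – parasite MetRS enzyme · Reagent – substrates ATP, L-methionine and bulk Escherichia coli tRNA · Doses – 11.9 µM compound single dose, 0.9% DMSO · Times – 15 min enzyme-compound preincubation, 2 h reaction, 10 min detection, 25 °C · Signal – Kinase-Glo luminescence, ATP depletion format · Controls – DMSO-only wells as low control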
The depositor's hits bear a star; i = inactive; / = no result given.

SMILES	CSN deneddyl inh	MLLE-PAM2 inh	MsrA inh	MsrA act	FAS-TE inh	Rin1 Abl inh	eLon inh	Neddylation inh	TbMetRS inhib
O=C1OC2(c3ccccc31)c1ccccc1-c1ccccc12	-4	1	0.9	-4	22	2	8	i	-0.3
O=C(Cn1nnc(-c2ccc(CN3CCOCC3)cc2)n1)N1CCCc2ccccc21	2	-6	0.5	-4	-5	0	5	i	-0.7
Cc1c(OCC(=O)C(C)(C)C)ccc2c(-c3ccccc3)cc(=O)oc12	1	-6	0.4	-4	36	-3	-2	i	-0.5
CCN(c1ccc(OC)cc1)c1ncnc2nc[nH]c12	2	-4	0.0	0	-3	-1	7	i	-0.3
CN1CCN(c2ccc(-c3ccnn3C(=O)Nc3ccccc3)cc2)CC1	-5	-9	-0.2	-3	-11	1	7	i	0.0
Cc1nonc1-c1csc(N)n1	-4	6	-0.1	-1	-2	-2	8	i	-0.8
Cc1cc(C)c(S(=O)(=O)N2CCCC(C(=O)NCc3ccccn3)C2)c(C)c1 (configuration not stated)	1	-5	0.4	7	-6	4	3	i	-0.2
CCc1nnc2c3cnn(-c4ccccc4)c3ncn12	6	-10	0.1	-5	-2	4	-7	i	0.0
CCN(CC)c1ccc(/C=C2\CCC(/C=N/NC(=O)c3ccc(=O)n(C)c3)=C2N2CCOCC2)cc1	69*	-125	0.7	-3	-19	8	-210	i	0.1
COc1ccccc1CNC(=O)COc1ccc2c(c1)CCC2	0	-21	-0.6	0	0	1	-1	i	-0.9
NCCCC[C@H]1CNC(=S)N1CC1(c2ccccc2)CC1	0	-45	1.1	-1	-10	0	-12	i	-0.1
O=C(c1ccccc1)c1nnc(-c2ccccc2F)o1	-1	8	0.1	-9	-1	1	-1	i	-0.8
CCCS(=O)(=O)N1CCC(C(=O)NCCN(C)Cc2ccccc2)CC1	2	7	-1.1	-3	-8	1	-1	i	-0.6
COc1ccc(C(C)NCCC(c2ccc(OC(C)C)cc2)c2ccccc2OC)cc1 (configuration not stated)	-2	-28	-0.5	1	4	2	2	i	0.1
Cc1ccc(-c2nc(CSCC(=O)NCCN3CCN(Cc4ccccc4)CC3)c(C)o2)cc1	-2	6	-0.8	-8	-5	-5	-10	i	-1.4
Nc1c(-c2ccccc2)cnn1-c1cccc(C(F)(F)F)c1	-1	10	-0.4	-4	5	1	4	i	-1.2
Cc1cc2n(n1)C(c1ccc3c(c1)OCO3)Nc1c(C)cccc1-2 (configuration not stated)	0	-8	0.1	-7	18	-1	-12	/	-0.5
COc1cccc(C2=NOC(C(=O)NCc3cccnc3)C2)c1 (configuration not stated)	-1	-3	-0.1	-3	-4	0	-3	i	-0.5
O=C(c1ccc(NC(=O)C2(c3ccccc3)CCOCC2)cc1)N1CCOCC1	-3	1	0.6	-11	-14	5	-6	i	-1.8
CN(C)C(CNC(=O)C1CC(=O)N(Cc2ccccc2)C1)c1ccccc1 (configuration not stated)	-1	8	0.2	-2	-8	-1	-2	i	-0.5
CCNC(=O)CC1SC(=Nc2ccc(C)c([N+](=O)[O-])c2)N(C)C1=O (configuration not stated)	1	10	2.0	-10	-5	1	-8	i	-0.7
O=C(c1ccc(Br)o1)N1CCN(c2ccc(F)cc2)CC1	3	-4	0.7	3	-4	2	-8	i	-0.5
Cc1ccc(CNC(=O)CNS(=O)(=O)c2ccc(Br)s2)cc1	-5	0	0.6	-2	-5	3	5	i	-0.3
Cc1cccc(NCc2cc(Cl)ccc2O)n1	-1	-6	-0.9	-3	6	-1	-5	i	0.4
O=C1C2CCCCC2C(=O)N1c1cccc(OS(=O)(=O)c2ccccc2)c1 (configuration not stated)	-6	-5	-0.1	-4	-8	5	8	i	0.0

Record cards, as listed above.
Shown for Cc1cccc(NCc2cc(Cl)ccc2O)n1 = CSN deneddyl inh = -1; MLLE-PAM2 inh = -6; MsrA inh = -0.9; MsrA act = -3; FAS-TE inh = 6; Rin1 Abl inh = -1; eLon inh = -5; Neddylation inh = i; TbMetRS inhib = 0.4
Shown for O=C(c1ccc(NC(=O)C2(c3ccccc3)CCOCC2)cc1)N1CCOCC1 = CSN deneddyl inh = -3; MLLE-PAM2 inh = 1; MsrA inh = 0.6; MsrA act = -11; FAS-TE inh = -14; Rin1 Abl inh = 5; eLon inh = -6; Neddylation inh = i; TbMetRS inhib = -1.8

Additional results follow.
SMILES	CSN deneddyl inh	MLLE-PAM2 inh	MsrA inh	MsrA act	FAS-TE inh	Rin1 Abl inh	eLon inh	Neddylation inh	TbMetRS inhib
Cc1ccc(O)c(CNCCNCc2cc(C)ccc2O)c1	-2	10	1.6	-10	-12	1	-5	i	0.0
O=C1c2ccccc2C(=O)C1c1nccc2ccccc12	3	-6	-0.2	-3	2	-6	-1	i	-0.9
CN1CCN(c2ccc([N+](=O)[O-])cc2C(=O)c2ccc(Br)cc2)CC1	-4	-11	0.9	-2	36	-3	7	i	0.0
CCCOC(=O)CSC1=C(C#N)C(c2ccccc2Cl)CC(=O)N1 (configuration not stated)	-4	-11	-0.3	1	-2	-6	-2	i	-0.4
CCOC(=O)Cn1c(N2CCOCC2)nc2c1c(=O)[nH]c(=O)n2C	-6	2	0.3	-1	-6	-2	3	i	-0.3
Cc1[nH]ccc(=O)c1OCc1ccc(Cl)cc1	4	-1	-1.1	-3	-7	-3	-8	i	-0.2
COC(=O)c1ccc(C)c(NC(=O)CCc2ccc(OC)cc2)c1	6	-37	-0.1	-6	-1	0	-1	i	-0.6
O=C(Nc1ccc([N+](=O)[O-])cc1)Nc1ccc2c(c1)OCCO2	1	-3	3.8	-4	13	0	8	i	0.5
COC(=O)c1c(NC(=O)CC2SC(N)=NC2=O)sc(C)c1C (configuration not stated)	-1	-4	2.1	-2	-2	-3	7	i	-0.5
CCc1cccc2sc(N3CCN(C(=O)c4ccc([N+](=O)[O-])o4)CC3)nc12	0	5	/	2	52*	-2	-2	i	-0.2
CC1CCCC(NC(=O)COC(=O)COc2ccc(Br)cc2)C1C (configuration not stated)	-1	-15	0.0	-1	-6	4	-14	i	-0.1
CCOC(=O)C1CCN(C(=O)Cn2nc(C)n3cccc3c2=O)CC1	-2	9	0.5	-1	-5	-2	1	i	0.1
CC(C)C(CCNC(=O)CN1C(=O)c2ccccc2C1=O)c1ccco1 (configuration not stated)	4	3	-0.7	4	2	2	9	i	0.2
Cc1ccccc1NC1(C#N)C(=O)Nc2ccccc21 (configuration not stated)	-3	-3	1.7	-1	-3	-7	0	i	-0.2
COc1cc(CNCCCN2CCOCC2)cc(Br)c1OCc1ccc(Cl)cc1	6	2	-1.1	4	-6	1	-12	i	-1.0
O=C(CCc1c[nH]c2ccccc12)N1CCN(c2ccc(O)cc2)CC1	-2	-15	-0.1	-2	3	1	-8	i	0.0
O=C(c1cc(-c2cccc3ccccc23)nc2ccccc12)N1CCN(CCO)CC1	3	8	2.5	-14	-6	-1	1	i	-0.1
CC1CCN(S(=O)(=O)c2ccc3c(c2)c(=O)c(C(=O)NCc2cccs2)cn3C)CC1	-3	-3	1.0	-5	65*	1	-12	i	-0.2
COc1ccc(CC(=O)NC(C)C2COc3ccccc3O2)cc1OC (configuration not stated)	1	-1	-0.2	-7	-7	-2	2	i	-0.6
O=C(CSc1ccccc1C(=O)O)NC12CC3CC(CC(C3)C1)C2	2	21	-0.2	-3	-4	-3	-11	i	0.1
CS(=O)(=O)N(CC(=O)N1CCOCC1)c1ccccc1Br	2	1	0.1	-3	-4	-2	-1	i	-0.3
C=CCc1cc(Cl)ccc1OCCCn1ccnc1	-3	3	-0.1	-1	-6	-5	-17	i	-0.2
Cc1ccc(OCCN2CCC2(C)C(=O)Nc2ccc3c(c2)OCO3)cc1 (configuration not stated)	0	-1	-0.1	-2	11	2	5	i	0.2
O=C(O)c1c(C(=O)N2N=C3/C(=C/c4ccccc4)CCCC3C2c2ccccc2)cccc1[N+](=O)[O-] (configuration not stated)	1	5	1.3	-8	5	3	-2	i	-0.9
O=C(NCc1ccccc1)C1CCC(=O)N(CCCN2CCCC2=O)C1 (configuration not stated)	-6	18	-0.2	-4	-7	4	-1	i	-0.7

Further results:
SMILES	CSN deneddyl inh	MLLE-PAM2 inh	MsrA inh	MsrA act	FAS-TE inh	Rin1 Abl inh	eLon inh	Neddylation inh	TbMetRS inhib
CC(C)CNC(=O)CCCSc1nc2ccccc2[nH]1	-2	-4	-0.6	-4	-5	1	-7	i	-0.6
O=c1[nH]c(N2CCCCC2)nc2ncn(Cc3ccccc3)c12	-1	-3	1.4	1	-6	-1	4	i	0.6
COc1ccc(/C=C/C(=O)OCC(=O)c2ccc[nH]2)cc1	-1	-14	0.8	-4	0	-2	-17	i	-0.1
COc1cc(CC(=O)OCC(=O)Nc2ccc(S(=O)(=O)N3CCCC3)cc2)cc(OC)c1OC	1	-4	-0.4	-12	-5	1	-2	i	-2.2
O=C(COc1ccccc1)NCC(c1ccco1)N1CCN(c2ccccc2)CC1 (configuration not stated)	4	-12	0.3	-10	-2	-1	-3	i	-0.4
COc1cc(C=O)ccc1OCCOCCOc1ccc(Cl)cc1	-2	-9	1.5	-2	0	4	3	i	-0.7
COc1ccc(-c2ccc3oc(-c4ccc(OC)cc4)c(C#CCO)c3c2)cc1	2	-3	1.7	-2	25	-7	6	/	-0.5
COC(=O)c1ccc(C(=O)N(Cc2ccccc2)c2ccccc2)cc1	2	14	1.0	-8	21	2	-11	i	-0.5
CCCCC(Br)C(=O)Nc1ccc(S(=O)(=O)Nc2cc(C)nc(C)n2)cc1 (configuration not stated)	4	5	0.2	1	-2	3	-4	i	0.3
CC1(c2cccc3ccccc23)OC(=O)c2ccccc21 (configuration not stated)	-3	10	0.8	-8	22	1	-7	i	0.1
Cc1csc(NC(=O)CSc2nnc(NC(=O)C3CC(=O)N(c4ccccc4)C3)s2)n1 (configuration not stated)	-5	9	-1.1	-3	-8	-5	-2	i	0.1
CCn1c(SCC(=O)N2CCCc3ccccc32)nnc1-c1ccoc1C	3	1	-0.5	0	-1	-2	3	i	-0.5
Cc1cc(C)nc(Nc2ncc(O)n2-c2ccccc2)n1	2	-4	3.0	-4	-9	-2	2	i	-0.5
COC(=O)C1=CN(C2CC2)C=C(C(=O)OC)C1c1ccc(C(F)(F)F)cc1	5	7	-1.1	-2	9	1	-8	i	0.3
C[C@H](NC(=O)c1ccc(Cl)cc1)C(=O)OCn1nnc2ccccc2c1=O	4	5	0.4	-5	1	2	11	i	-0.5
CCOC(=O)C1=C(C)NC2=C(C(=O)C(C(=O)OCC)C(c3ccc(OC)cc3)C2)C1c1ccccn1 (configuration not stated)	1	4	-0.8	2	3	3	-6	/	-0.8
CCCNC(=O)Cc1c(C)oc2ccccc12	3	-4	1.5	-5	-2	0	5	i	-0.7
CC1(NC(=O)Cc2csc(-c3cccc(Cl)c3)n2)CCS(=O)(=O)C1 (configuration not stated)	2	17	0.1	-1	-6	-2	-12	i	-0.3
CCN1CCN(C(c2cccs2)C(C)NC(=O)c2ccco2)CC1 (configuration not stated)	-6	8	1.0	-4	-9	2	-10	i	-0.2
O=C1[C@H]2[C@@H](c3ccc(C(F)(F)F)cc3)N[C@]3(CCCN(Cc4ccc(Cl)cc4)C3=O)[C@H]2C(=O)N1Cc1ccccc1	0	-14	0.8	-6	41	3	2	i	-0.6
O=S(=O)(c1ccc(Cl)s1)N1CCCCC1	15	9	0.8	-2	3	3	-7	i	-0.3

Rows were taken by chance; 4% or so of the library scored in one or more.
